MEKK2mut PB1 HTS – signal of MEK5 binding to mutant human MEKK2 PB1 domain | bead flow cytometry, Alexa488-MEK5 binding to MEKK2 mutant | percent response, % at 10 µM | 290,000 tested, 0.35% active | AID 1530; in the data active means percent response above about 24%, passing the limit was not always enough; further: inactives centre near 1; some results filed as inactive read as strong as hits
UBC9 SUMO inh – SUMOylation inhibition; AID 2006; inhibition, % at 35 µM; P63279; HTRF SUMOylation assay, SAE1/SAE2 + UBC9, in vitro; 290,000 tested, 0.36% active; in the data active means inhibition above about 50%, passing the limit was not always enough; further: strong numbers were not always called active
Target sequence (P63279 whole entry, looked up): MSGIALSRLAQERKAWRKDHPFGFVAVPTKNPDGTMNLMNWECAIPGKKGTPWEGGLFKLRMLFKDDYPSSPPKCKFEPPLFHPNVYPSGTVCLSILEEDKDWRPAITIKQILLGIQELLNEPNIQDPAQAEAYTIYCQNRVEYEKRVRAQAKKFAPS
FID counter – displaces DNA intercalator in HCV helicase counter-screen | DNA fluorescent intercalator displacement, fluorescence | 290,000 tested, 0.17% active | inhibition, % at 7.9 µM; in the data active means inhibition above about 37%;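 further: 0% = vehicle and 100% = reference compound; higher means more ethidium bromide displaced from hairpin DNA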
IMP-1 inhibitor – inhibitors of Pseudomonas aeruginosa IMP-1 metallo-beta-lactamase. purified IMP-1, nitrocefin hydrolysis, epi-absorbance fluorescence. inhibition, % at 5.6 µM. 290,000 tested, 0.45% active. AID 1556;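 active means inhibition above the mean plus 3 SD of all compounds in the same screening run, cut at about 4.5% in these data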;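 further: 0% = IMP-1 with DMSO and 100% = DMSO wells lacking enzyme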
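assay system = purified recombinant IMP-1 metallo-beta-lactamase enzyme | schedule = 15 min preincubation plus 25 min reaction at 25 °C | signal = Epi-absorbance fluorescence, 480 nm excitation, 530 nm emission | read-out basis = percent inhibition from optical density relative to buffer-blank wells | controls = IMP-1 with DMSO as 0%, enzyme-free DMSO as 100%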
VIM-2 inh – inhibitors of Pseudomonas aeruginosa VIM-2 metallo-beta-lactamase | purified VIM-2, nitrocefin hydrolysis, epi-absorbance fluorescence | inhibition, % at 5.6 µM | 290,000 tested, 0.89% active;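 active means inhibition above the mean of all tested compounds plus 3 SD, cutoff set per screening run, cut at about 7.5% in these data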;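 further: red hydrolysis product quenches plate fluorescence so inhibitors raise well fluorescence; 0% = enzyme with DMSO and 100% = DMSO without enzyme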
PfM18AAP inh – blocks P. falciparum M18 aspartyl aminopeptidase. recombinant PfM18AAP, H-Glu-NHMec fluorogenic cleavage. 290,000 tested, 1.2% active. inhibition, % at 7.35 µM. AID 1822;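 active means inhibition above the campaign mean inhibition over all tested compounds plus 3 SD, cut at about 28% in these data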;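 further: 0% = plate median of test compound wells and 100% = 2 mM ZnCl2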
NALP1 yeast inh – NALP1 inhibition | S. cerevisiae NALP1/ASC/caspase-1 growth, X-gal OD620, 72 h | inhibition, % at 10 µM | 280,000 tested, 0.61% active; in the data active means inhibition mostly above about 24%, no sharp cut-off; inactive means mostly below about 32%; further: some compounds called inactive have numbers as strong as hits
NS3 helicase inh – inhibitors of Hepatitis C virus NS3 helicase | 290,000 tested, 0.56% active | AID 1800 | inhibition, % at 10.9 µM | NS3 helicase DNA unwinding, Cy5 molecular beacon fluorescence;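 active means inhibition above the mean of all tested compounds plus 3 SD, set per campaign, cut at about 35% in these data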;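 further: 0% = DMSO wells and 100% = thioflavine S control wells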
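Measured by: Cy5 fluorescence, 0 and 60 min reads / Assay system: NS3 helicase fragment of HCV / Control set: low DMSO, high thioflavine S at 110 µM / Times: 1 h reaction at 25 °C, ATP-initiated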
MEKK2 WT-MEK5 – raises or lowers MEK5 binding to wildtype human MEKK2 PB1 domain; binding response (% of control), % at 10 µM; Q9Y2U5; 290,000 tested, 1.1% active; bead flow cytometry, Alexa488-MEK5 binding to MEKK2 WT; actives lie on both sides; in the data active means binding response below about 67% or above about 130%
* marks the source's active call; other numbers are inactive results; . = no result given.

1: Cc1ccc(CN2CCN(/N=C/c3cc([N+](=O)[O-])ccc3Cl)CC2)cc1
2: CC(=O)Oc1ccc(C(=O)Nc2ccccc2C(=O)Nc2ccc(C(=O)O)cc2)cc1
3: COc1cc(NC(=S)NC(=O)c2cc(C)cc(C)c2)ccc1NC(=O)c1cccs1
4: CC1=C([N+](=O)[O-])C(c2ccc(Cl)cc2)NC(=O)N1 (stereo not drawn)
5: Cc1csc(=NC(=O)c2ccccc2)n1CCO
6: CC(CN1CCCCC1)OC(=O)Cc1ccc(Cl)cc1 (stereo not drawn)
7: O=C1CN(C(=O)/C=C/c2ccco2)c2ccccc2N1
8: CCc1nnc(NC(=O)CSc2nc(C)nc3c2c(=O)n(C)c(=O)n3C)s1
9: COC(=O)c1[nH]c2c(c1C)C(=O)CC(c1ccc(OC)cc1)C2 (stereo not drawn)
10: COc1ccc(/C=C(\NC(=O)c2ccc(C)cc2)C(=O)NCCN2CCOCC2)cc1
Assay by compound	1	2	3	4	5	6	7	8	9	10
MEKK2mut PB1 HTS	5	0	3	7	1	9	-7	5	0	-1
UBC9 SUMO inh	-4	-4	-12	2	6	29	17	11	10	10
FID counter	4	-20	-2	-1	-2	0	-2	-4	-13	-1
IMP-1 inhibitor	-2.3	-1.0	-0.3	-4.1	-2.1	0.8	-1.7	-1.2	0.0	-4.2
VIM-2 inh	-2.1	0.2	-0.6	-4.7	-0.5	0.7	-0.7	3.2	0.9	-1.6
PfM18AAP inh	-6	2	-3	-1	4	1	-13	-8	0	-1
NALP1 yeast inh	-2	6	-32	-2	2	16	-26	3	14	19
NS3 helicase inh	-5	23	5	-5	-4	-1	4	-1	5	8
MEKK2 WT-MEK5	109	105	98	113	98	112	89	105	101	97

Looked up above.
`CCc1nnc(NC(=O)CSc2nc(C)nc3c2c(=O)n(C)c(=O)n3C)s1` in NALP1 yeast inh reads 3
`Cc1csc(=NC(=O)c2ccccc2)n1CCO` in UBC9 SUMO inh reads 6
`COc1ccc(/C=C(\NC(=O)c2ccc(C)cc2)C(=O)NCCN2CCOCC2)cc1` in NALP1 yeast inh reads 19

The list goes on.
11: CCOc1c2ccc(C(=O)N[C@H](C)C3CCCCC3)cc2nn1CCOC
12: Cc1noc(C)c1C(=O)Nc1ccc(F)c(F)c1
13: CCCCN(CCCNC(=O)C1CCN(S(=O)(=O)N2CCOCC2)CC1)Cc1ccccc1
14: COc1ccc(NS(=O)(=O)c2ccc3c(c2)N(C(C)=O)CCO3)c(OC)c1
15: CC1CCCC(NC(=O)COC(=O)CCSc2ccccc2)C1C (stereo not drawn)
16: CCc1nnc(NC(=O)c2cc(S(=O)(=O)N(C)c3ccc(OC)cc3)ccc2Cl)s1
17: Cc1nn(C)c(Oc2ccc(Cl)cc2)c1C(=O)Nc1ccc(F)cc1F
18: CN(c1ccccc1)S(=O)(=O)c1ccc2[nH]c(=O)[nH]c2c1
19: Cn1c(-c2cccc3ccccc23)n[nH]c1=S
20: O=C(O)c1cc2ccccc2c2cc(Br)ccc12
Assay by compound	11	12	13	14	15	16	17	18	19	20
MEKK2mut PB1 HTS	-2	1	4	-2	-1	3	7	9	-3	12
UBC9 SUMO inh	20	-5	6	9	1	2	-25	18	-8	9
FID counter	-26	4	8	-16	-23	-35	-6	-4	-7	-10
IMP-1 inhibitor	-1.5	0.4	-2.1	-1.2	-4.0	-3.8	-4.9	-4.4	-1.6	-0.9
VIM-2 inh	-0.6	-2.4	-3.6	-3.6	-5.6	-2.9	-1.5	-2.7	-0.7	-2.8
PfM18AAP inh	-1	3	-10	5	0	-2	-1	0	37*	-2
NALP1 yeast inh	41	21	25	-9	-1	4	2	12	13	10
NS3 helicase inh	-6	2	3	2	1	-8	-2	-5	5	7
MEKK2 WT-MEK5	100	107	103	95	92	102	102	104	93	95

21: CCOc1ccc(N2CC(C(=O)NCCN3C(=O)S/C(=C\c4cccnc4)C3=O)CC2=O)cc1 (stereo not drawn)
22: CCOC(=O)Cc1cc(OC)c(OC)cc1Cc1cc(OC)c(OC)cc1CC(=O)OCC
23: O=C(CCCCCBr)N1CCC(CC2CC(c3ccc(Cl)cc3)=NO2)(C(=O)NCC2CCCCC2)CC1 (stereo not drawn)
24: CC(C)C(=O)Nc1ccc(N2CCN(S(C)(=O)=O)CC2)cc1
25: O=C(OCCCN=C1NS(=O)(=O)c2ccccc21)c1cccs1
26: Cc1nnc(SC2CC(=O)N(c3ccccc3)C2=O)s1 (stereo not drawn)
27: CC(C)NC(=S)N1CCn2c(nc3ccccc32)C1
28: CCSc1nnc(NC(=O)c2cc(-c3ccc(C)c(C)c3O)n[nH]2)s1
29: Cc1cc(NC(=O)c2ccco2)ccc1NC(=O)Cc1cccs1
30: COc1ccc(C(=O)NCC(=O)NCC(=O)OCc2ccc(Cl)cc2)cc1
Assay by compound	21	22	23	24	25	26	27	28	29	30
MEKK2mut PB1 HTS	-5	4	5	6	-3	2	2	9	1	0
UBC9 SUMO inh	8	-10	7	10	-11	-18	8	7	12	16
FID counter	-20	-42	-28	-2	-1	-4	-2	-1	-5	-16
IMP-1 inhibitor	-1.5	-2.8	-4.3	-2.1	-3.3	-3.2	-2.6	-1.3	-3.9	-0.7
VIM-2 inh	-0.6	-1.6	-2.2	-2.1	-4.7	-1.7	-1.2	-1.4	-4.9	0.8
PfM18AAP inh	5	-4	5	-2	0	-37	-3	-1	1	-7
NALP1 yeast inh	5	16	8	1	4	34	36	19	12	2
NS3 helicase inh	-3	-3	-8	1	-1	8	1	-1	4	-35
MEKK2 WT-MEK5	98	94	99	108	104	104	105	95	108	104

31: CCOc1ccccc1NC(=O)Nc1ccc(Br)cn1
32: CN1C(=O)N(C)C2C1NC(=O)N2C (stereo not drawn)
33: C/C(=N\NC(=O)Cc1ccc([N+](=O)[O-])cc1)c1cccnc1
34: COc1ccccc1N(CC(=O)N1CCN(c2ccc(F)cc2)CC1)S(=O)(=O)c1ccc(C)cc1
35: Cc1cc(NS(=O)(=O)c2ccc(C(C)C)cc2)no1
36: CCC(C)NC(=O)c1ccc(CSc2nc3ccncc3n2Cc2ccc(F)cc2)cc1 (stereo not drawn)
37: Cc1cc(NC(=O)CN2CCN(S(=O)(=O)c3ccc(Cl)cc3)CC2)no1
38: Cc1ccc(NC(=O)C(C)N2C(=O)c3ccccc3C2=O)cc1S(=O)(=O)N1CCOCC1 (stereo not drawn)
39: CC1(C(=O)N/N=C/c2ccc([N+](=O)[O-])o2)CC1(Br)Br (stereo not drawn)
40: COCCNC(=O)C(C)Oc1ccc(Cl)cc1Cl (stereo not drawn)
Assay by compound	31	32	33	34	35	36	37	38	39	40
MEKK2mut PB1 HTS	-2	6	-3	6	-4	1	8	-2	1	.
UBC9 SUMO inh	-9	21	6	-7	5	3	-2	20	-1	11
FID counter	-4	5	-3	-49	-15	-12	-16	0	-6	-6
IMP-1 inhibitor	-3.6	-1.2	-1.1	-2.7	0.4	-3.8	-7.2	-0.1	-3.0	1.3
VIM-2 inh	-1.7	-0.9	-0.4	-1.9	1.7	-2.6	-4.6	-0.9	-3.6	-3.1
PfM18AAP inh	1	9	-5	3	2	-4	-7	-4	12	2
NALP1 yeast inh	8	4	6	10	21	2	0	19	37	2
NS3 helicase inh	-3	4	-3	4	8	-11	2	9	21	2
MEKK2 WT-MEK5	96	106	99	104	98	103	99	97	103	.

41: Cc1cccc(N2N=C(C(=O)N3CC(=O)Nc4ccccc43)CCC2=O)c1
42: Cc1cc(Cn2nnnc2-c2ccncc2)cc(C)c1O
43: Nc1nc2ccccc2n1C(=O)c1ccc(F)cc1
44: O=C(CCc1ccccc1)Nc1ccccc1
45: Cc1cc2ccccc2c(=O)n1CC(=O)NCC(=O)N1CCN(c2ccccc2)CC1
46: Cc1ccc(C(=O)NCC(=O)OCC(=O)N2CCCc3ccccc32)cc1
47: Cc1cc(NC(=O)CCCN2C(=O)/C(=C/c3ccccc3Cl)SC2=S)no1
48: CCN(CC)S(=O)(=O)c1ccc(C)c(N=C=S)c1
49: CCOC(=O)C1(Cc2ccccc2C)CCCN(C(=O)c2ccc3nccnc3c2)C1 (stereo not drawn)
50: O=C(Nc1ccc(Oc2cccnc2)cc1)c1ccc([N+](=O)[O-])cc1
Assay by compound	41	42	43	44	45	46	47	48	49	50
MEKK2mut PB1 HTS	-11	2	-8	-5	0	-1	1	-14	-2	0
UBC9 SUMO inh	11	-3	21	6	-23	-1	-16	-8	2	8
FID counter	-21	-12	0	-5	-22	-27	-6	4	-49	-8
IMP-1 inhibitor	-1.9	-2.0	-0.8	-2.7	-1.3	-2.0	-1.3	-1.9	0.9	-1.7
VIM-2 inh	-4.1	-3.3	-4.8	-3.6	1.3	-2.6	-1.3	0.1	-0.1	0.8
PfM18AAP inh	7	5	0	-10	-3	-3	1	4	3	-5
NALP1 yeast inh	-2	-6	-9	2	0	17	5	4	3	11
NS3 helicase inh	18	-3	-11	7	0	13	-12	-2	0	-4
MEKK2 WT-MEK5	85	102	96	103	101	101	101	89	99	100

Rewritten field by field: two of the compounds above
(43) Nc1nc2ccccc2n1C(=O)c1ccc(F)cc1
  MEKK2mut PB1 HTS = -8 | UBC9 SUMO inh = 21 | FID counter = 0 | IMP-1 inhibitor = -0.8 | VIM-2 inh = -4.8 | PfM18AAP inh = 0 | NALP1 yeast inh = -9 | NS3 helicase inh = -11 | MEKK2 WT-MEK5 = 96

(44) O=C(CCc1ccccc1)Nc1ccccc1
  MEKK2mut PB1 HTS = -5 | UBC9 SUMO inh = 6 | FID counter = -5 | IMP-1 inhibitor = -2.7 | VIM-2 inh = -3.6 | PfM18AAP inh = -10 | NALP1 yeast inh = 2 | NS3 helicase inh = 7 | MEKK2 WT-MEK5 = 103

One compound at a time (already shown). Order of screens: MEKK2mut PB1 HTS | UBC9 SUMO inh | FID counter | IMP-1 inhibitor | VIM-2 inh | PfM18AAP inh | NALP1 yeast inh | NS3 helicase inh | MEKK2 WT-MEK5
CC1CCCC(NC(=O)COC(=O)CCSc2ccccc2)C1C (stereo not drawn) in the list: -1 | 1 | -23 | -4.0 | -5.6 | 0 | -1 | 1 | 92
O=C(CCc1ccccc1)Nc1ccccc1 in the list: -5 | 6 | -5 | -2.7 | -3.6 | -10 | 2 | 7 | 103

The list continues:
51: O=[N+]([O-])c1cc([N+](=O)[O-])c(Oc2cc(F)cc(F)c2F)cc1NN1CCCCC1
52: Cc1ccc2[nH]c3c(=O)n(Cc4ccccn4)cnc3c2c1
53: O=C(c1ccc(N2CCN(C3CC(=O)N(c4ccc(F)cc4)C3=O)CC2)cc1)c1cccnc1 (stereo not drawn)
54: Cc1cc(C)n(CC(=O)N2CCCC(C(=O)c3cccc(OC(C)C)c3)C2)n1 (stereo not drawn)
55: CCCc1c(-c2ccc(O)cc2)nn(-c2ccc(O)cc2)c1-c1ccc(O)cc1
56: COc1ccc(N2CC(C(=O)N[C@@H](C)C(=O)NC3CCCCC3)CC2=O)cc1 (stereo partly drawn)
Assay by compound	51	52	53	54	55	56
MEKK2mut PB1 HTS	-1	5	-5	0	6	4
UBC9 SUMO inh	-2	-3	-2	14	-37	4
FID counter	0	-7	-18	-25	.	-10
IMP-1 inhibitor	-2.0	-1.2	-2.0	1.1	.	0.4
VIM-2 inh	-0.5	-1.3	-0.3	0.6	.	-0.1
PfM18AAP inh	-10	4	-5	-6	.	-4
NALP1 yeast inh	9	31	-12	0	-4	21
NS3 helicase inh	8	0	3	-8	.	1
MEKK2 WT-MEK5	92	103	94	102	101	107
